PfHsp90 yeast 2: growth inhibition of PfHsp90-expressing yeast, primary screen, antimalarial PfHsp90 inhibitor project, S. cerevisiae, BacTiter-Glo luminescence, single point, set 2; BacTiter-Glo ATP, 48 h; yeast lacking PDR1 and PDR3 efflux regulators; inhibition, % at 9.4 µM; 310,000 compounds, 0.32% hits; AID 504621, 2011;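 active = every replicate shows inhibition above about 80%, whatever the replicate mean, limit read from the data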;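 also: 0% = DMSO neutral controls and 100% = 20 µM radicicol positive controls; yeast relying on Plasmodium falciparum Hsp90 in place of its own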
Ecoli viability: E. coli V3065 growth inhibition, primary screen, counter-screen for AddAB inhibitor project, absorbance, OD600. 18 h. inhibition, % at 11.9 µM. 330,000 compounds, 0.27% hits. AID 449728, 2010;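 active = inhibition above the campaign's mean inhibition across all tested compounds plus 3 SD, cut at about 9.9% in these data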;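 also: uninfected addAB+ strain grown without phage in ampicillin broth; 0% = DMSO wells and 100% = ciprofloxacin 0.95 µg/ml wells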
Rtt109 HAT inh: inhibitors of C. albicans Rtt109/Vps75 HAT, primary screen, biochemical, ThioGlo CoA-SH fluorescence, plate reader; Histone acetyltransferase RTT109 (Candida albicans (strain SC5314 / ATCC MYA-2876)), …; purified Rtt109/Vps75, 4 h; inhibition, % at 34.9 µM; 330,000 compounds, 0.16% hits; AID 540336, 2011;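 active = inhibition of at least 50% in every replicate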
Target sequence (Q5AAJ8 whole entry, looked up): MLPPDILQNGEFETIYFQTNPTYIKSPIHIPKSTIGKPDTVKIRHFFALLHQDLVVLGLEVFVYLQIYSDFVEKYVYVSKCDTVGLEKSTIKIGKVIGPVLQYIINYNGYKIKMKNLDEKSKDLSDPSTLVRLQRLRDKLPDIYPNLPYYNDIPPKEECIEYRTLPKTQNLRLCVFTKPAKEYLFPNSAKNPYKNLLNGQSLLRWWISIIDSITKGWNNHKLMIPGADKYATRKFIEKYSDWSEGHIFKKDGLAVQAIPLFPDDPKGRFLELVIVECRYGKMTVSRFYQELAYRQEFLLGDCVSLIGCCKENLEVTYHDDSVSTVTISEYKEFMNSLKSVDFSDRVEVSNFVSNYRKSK
phage Ecoli inh: growth loss of phage-infected E. coli, primary screen, RecBCD inhibitor project, absorbance, with phage, HTS. inhibition, % at 11.9 µM. 360,000 compounds, 0.26% hits. AID 651602, 2012; in the data active = inhibition above about 11%
Tat transport: E. coli Tat export inhibitors, primary screen, MC4100, TorA-mCherry reporter, fluorescence, single point; inhibition, % at 10 µM; 340,000 compounds, 0.036% hits; AID 488895, 2010;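 active = mean replicate inhibition at least 50% and at least half of replicates individually reaching 50%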;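 also: exported cargo escapes ClpAP degradation while cytoplasmic cargo is degraded and loses fluorescence; 0% = median of neutral control wells and 100% = median of NaSCN control wells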
AddAB inh: growth inhibition of E. coli expressing H. pylori AddAB, primary screen, AddAB inhibitor project, absorbance | AID 435030, 2010 | 330,000 compounds, 0.29% hits | inhibition, % at 11.9 µM; in the data active = inhibition above about 12%;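 also: 0% = vehicle wells of infected cells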
Wnt act: Wnt/beta-catenin pathway activators, primary screen, cell-based, plate reader, single point; activation, % at 9.35 µM; 300,000 compounds, 1.2% hits; Wnt/beta-catenin reporter cell assay, activator; in the data active = activation above about 30%, passing the limit was not always enough;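 also: 0% = neutral control wells and 100% = positive control wells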
DAGLB inh: DAGLB lipase inhibitors, primary screen, biochemical, fluorescence, HTS; AID 504411, 2011; HEK293T DAGLB membrane lysate, EnzChek fluorogenic substrate; 340,000 compounds, 0.059% hits; inhibition, % at 5.17 µM; Diacylglycerol lipase-beta (Homo sapiens), Q8NCG7; in the data active = inhibition above about 34%;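 also: 0% = enzyme with vehicle and 100% = wells lacking enzyme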
Target sequence (Q8NCG7 whole entry, looked up): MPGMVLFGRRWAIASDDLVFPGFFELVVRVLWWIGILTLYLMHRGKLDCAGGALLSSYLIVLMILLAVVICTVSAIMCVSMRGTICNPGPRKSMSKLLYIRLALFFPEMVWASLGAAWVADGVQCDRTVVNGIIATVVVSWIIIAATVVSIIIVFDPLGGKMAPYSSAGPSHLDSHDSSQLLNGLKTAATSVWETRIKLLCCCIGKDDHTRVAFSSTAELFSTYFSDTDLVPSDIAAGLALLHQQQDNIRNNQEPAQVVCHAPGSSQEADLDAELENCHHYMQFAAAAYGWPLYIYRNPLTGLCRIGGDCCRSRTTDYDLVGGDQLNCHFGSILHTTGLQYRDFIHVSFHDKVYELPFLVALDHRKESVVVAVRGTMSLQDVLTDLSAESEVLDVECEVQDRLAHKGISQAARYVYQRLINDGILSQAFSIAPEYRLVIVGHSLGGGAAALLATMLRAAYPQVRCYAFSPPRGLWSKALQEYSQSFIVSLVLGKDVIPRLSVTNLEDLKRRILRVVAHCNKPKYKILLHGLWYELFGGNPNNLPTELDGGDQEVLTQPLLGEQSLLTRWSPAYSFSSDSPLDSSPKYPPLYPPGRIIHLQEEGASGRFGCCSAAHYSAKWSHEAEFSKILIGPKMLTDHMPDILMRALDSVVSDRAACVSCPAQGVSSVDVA
CAL PDZ inh: CAL PDZ peptide-binding inhibitors, primary screen, biochemical, fluorescence polarization, Cer-tagged CAL PDZ, HTS. Golgi-associated PDZ and coiled-coil motif-containing protein (Homo sapiens), Q9HD26. purified CAL PDZ, TMR-peptide fluorescence polarization, 1 h. inhibition, % at 20 µM. 330,000 compounds, 0.02% hits;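 active = highest replicate inhibition of at least 40%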;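 also: plate controls were DMSO neutral control wells for no effect and unlabeled competitor peptide control wells for full effect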
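Assay system – tagged CAL PDZ protein CerCALP, purified · Timing – 1 h at RT · Compound – single point, 20 µM · Measured by – fluorescence polarization from S- and P-plane intensities, G-factor corrected · Evaluation – inhibition from polarization loss · Probe or stimulus – TMR reporter peptide T*-PRC34 · Buffer or medium – pH 7.4 phosphate-saline buffer, reducing agent, detergent, IgG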
PvdQ acylase: P. aeruginosa PvdQ acylase inhibitors, primary screen, biochemical, fluorescence, plate reader and imaging, single point; inhibition, % at 10 µM; 340,000 compounds, 0.063% hits; purified PvdQ acylase; in the data active = inhibition above about 30%, passing the limit was not always enough;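 also: 0% = vehicle neutral wells and 100% = reference inhibitor wells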
Active calls of the source: *; . = not tested or not shown; & = joins results of further samples.

canonical_smiles	DAGLB inh	Tat transport	Rtt109 HAT inh	phage Ecoli inh	Wnt act	PfHsp90 yeast 2	CAL PDZ inh	PvdQ acylase	Ecoli viability	AddAB inh
C#CCSc1n[nH]c(=O)n1-c1cccc(C(F)(F)F)c1	0	3	-2	1.6	1	-17	-0.7	-12	1.0	4.8
CCc1nnc(NC(=O)CSc2nnc(-c3ccccc3O)n2CC)s1	-1	-8	-1	1.7	.	6	-0.3	-9	-2.4	1.9
Cc1sc(NC(=O)CN(Cc2ccc(F)cc2)C(=O)C(C)C)c(C(N)=O)c1C	5	-5	8	0.5	0	.	-1.6	1	-3.5	1.1
COc1ccc(NC(=O)CCC(=O)N/N=C/c2cn(C)nc2C)cc1	.	1	3	3.5	0	-7	0.2	4	-0.2	0.5
Cc1ccn2c(NC3CCCC3)c(-c3ccccn3)nc2c1	2	-12	17	3.5	7	-13	-0.1	5	-2.9	0.4
CCCCC(NC(=O)c1ccc(C#N)cc1)C(=O)NCCC (configuration not stated)	-1	-7	2	1.9	-1	24	0.8	7	-1.1	-0.1
O=C(CSc1nnc(CNC(=O)c2c(F)cccc2F)o1)NCCc1ccccc1	-2	3	-5	2.5	0	12	-1.7	-5	1.3	0.9
CCc1c(C)[nH]c2nc3ccccc3n2c1=O	0	-2	-2	0.5	4	-19	-0.6	-9	0.2	5.5
COCC(C)n1c(SC(C)C(=O)NC2CCCCC2C)nc2ccccc2c1=O (configuration not stated)	-2	-5	-3	4.4	1	-1	-1.7	-8	-1.8	1.3
CC(c1ccco1)N(C(=O)Nc1ccccc1)C1CCCCC1 (configuration not stated)	0	-3	2	3.4	.	-13	-0.7	-14	-0.2	3.2
OC(CN1CCN(c2cccc(C(F)(F)F)c2)CC1)c1c[nH]c2ccccc12 (configuration not stated)	-2	2	-2	5.5	.	11	0.7	-2	0.8	2.7
Cc1ccc(S(=O)(=O)N2CCCC(C(=O)NCc3ccccc3F)C2)cc1 (configuration not stated)	-3	-3	-1	-0.2	-2	2	-0.3	-9	-2.5	1.2
CSc1ccccc1NC(=S)Nc1ccccc1C(F)(F)F	0	-5	-4	2.1	-3	20	0.1	-10	-4.0	2.0
COc1ccc2c(=O)c(-c3ccc(C)cc3)c(-c3ccccc3)oc2c1	-3	-8	5	1.9	-1	4	-0.6	2	-1.8	-1.7
COc1ccc(-c2c(C)nn3c(C)cc(C)nc23)cc1	-4	-2	58*	2.3	-1	16	-0.3	-1	-2.1	3.5
Cc1cc(C(=O)N/N=C/c2cn(C)nc2C)c2ccccc2n1	2	0	-3	-1.7	1	-25	0.3	-13	-3.2	-2.2
COc1ccc(C2SCC(=O)N2CCc2ccc(OC)c(OC)c2)cc1 (configuration not stated)	-2	-3	1	-2.2	-8	7	-2.3	-7	-2.6	1.6
COc1ccc(CC(=O)N2CCc3cc(OC)c(OC)cc3C2O)cc1OC (configuration not stated)	2	-14	1	1.1	0	3	0.0	-9	-1.5	2.2
O=C(CN1CCN(CC(=O)Nc2ccc(Cl)cc2)CC1)Nc1ccc(F)cc1	-3	-7	7	1.5	1	-7	-1.6	2	2.0	-1.6
CCn1c(CCn2c3ccccc3c3ccccc32)n[nH]c1=S	3	50*	50*	5.4	0	-5	-1.2	10	3.6	2.8
CCc1ncc(C(O)c2cccc3ccccc23)n1C (configuration not stated)	0	-9	8	1.4	.	0	-0.8	10	-0.1	-0.8
Cc1ccc(S(=O)(=O)N2CCOCC2)cc1NC(=O)COC(=O)c1n[nH]c(=O)c2ccccc12	0	-5	-21	2.9	1	4	-0.7	-6	-2.7	0.9
COc1ccc(-c2ccc3ccccc3n2)cc1OC	-6	3	3	2.1	31*	.	-2.8	-8	-2.4	1.5
CCCCN1C2=NCCCN2c2ccccc21	-1	3	3	0.5	-3	18	-1.5	0	-1.6	0.9
Cc1cccc(NC(=O)CCN2CCC(C)CC2)c1	1	10	-8	0.2	0	5	-0.6	-11	-1.0	2.9
COc1cc(C(=S)N2CCOCC2)ccc1OC(=O)c1ccccc1[N+](=O)[O-]	-1	5	-3	3.2	0	-2	-0.1	-7	0.5	1.9
Cc1cc(C(=O)CSc2n[nH]c(N)n2)c(C)n1-c1ccccc1	6	2	1	0.9	12	-5	-0.5	4	-0.3	1.7
CCC(C)[C@H](NC(=O)Nc1cccc(Br)c1)C(=O)OC (some centres not stated)	0	10	-3	4.0	.	9	-0.3	16	1.1	-0.3
Cc1c2ccncc2cc2c1[nH]c1ccccc12	4	4	19	4.4	-3	.	2.5	-12	.	.
CCOCCCNC(=O)C1CCN(c2cc(C)nc3c(-c4ccc(OC)c(OC)c4)c(C)nn23)CC1	2	-1	14	1.9	-5	-2	0.5	6	-1.1	0.2
O=C(CCNc1n[nH]c(=O)[nH]c1=O)N/N=C/c1ccc(C(F)(F)F)cc1	.	-11	-1	2.1	-2	6	-0.3	-17	-0.1	-0.5
COC1CCCN(C(=O)c2cccc(OC3CCN(S(C)(=O)=O)CC3)c2)C1 (configuration not stated)	0	8	-6	1.4	0	-4	0.2	-2	3.9	2.2
Cc1nnsc1C(=O)NNc1ccc(C(C)(C)C)cc1	-2	2	6	1.6	3	7	-0.4	-6	0.1	2.3
Cc1cc(C)c(C(=O)N2CCCC(CNS(=O)(=O)N(C)C)C2)o1 (configuration not stated)	-1	4	22	2.4	0	-10	-0.9	-8	0.2	1.0
Cc1cccc(NC(=O)CNC(=O)CSc2nnc(C(F)(F)F)n2C)c1C	-2	5	-6	2.9	0	.	-0.2	-13	1.2	2.4
COCc1cc(=O)[nH]c(-c2csc(C)n2)n1	-1	-3	7	2.8	1	13	-0.6	-7	0.0	0.9
COc1cccc(OC)c1C(=O)NNS(=O)(=O)c1ccc2ccccc2c1	0	3	-14	3.9	-2	-1	-1.6	-3	.	.
COc1cc(C2C(C(=O)c3ccc(C)o3)=C(O)C(=O)N2CCCn2ccnc2)cc(OC)c1OC (configuration not stated)	-2	-7	4	.	.	.	0.1	-1	-0.7	0.3
O=C(Nc1cc(S(=O)(=O)N2CCOCC2)ccc1N1CCCCC1)c1ccccc1Br	-6	6	3	-0.9	-7	-13	-0.5	-3	-1.9	-1.8
Cc1ccc(NC(=O)c2cc3ccccc3oc2=N)cc1	3	-3	9	-2.5	12	13	-1.4	-7	-0.2	-2.9
CN(C)CCCN(C(=O)c1ccc(S(=O)(=O)N2CCOCC2)cc1)c1nc2ccc(F)cc2s1	0	1	-2	3.1	1	.	-2.1	-9	0.4	1.6
Cc1ccc(C(=O)Nc2ccccc2C(=O)Nc2ccccn2)cc1Cl	-10	6	3	0.7	5	-26	-1.7	-9	-0.2	3.9
O=C(O)c1ccc(-n2c(O)c(C=C3N=c4ccccc4=N3)sc2=S)cc1	3	-8	14	2.3	6	19	-0.4	-1	0.8	0.8
Cc1cccc(CS(=O)(=O)Cc2ccc(C(=O)NCc3ccccc3)o2)c1	1	-1	-6	2.2	-2	-5	-0.3	-3	-0.6	1.7
COc1cc2cc(C(c3nnnn3C3CCCC3)N3CCCCCC3)c(=O)[nH]c2cc1OC (configuration not stated)	0	-10	-14	3.0	-1	8	-0.2	-15	0.4	-3.8
CS(=O)(=O)c1nc(S(=O)(=O)c2ccc(Cl)cc2)c(N2CCC(C(N)=O)CC2)s1	0	0	6	1.7	-2	21	-2.0	3	-1.8	-1.5
CCOC(=O)c1ccccc1NC(=S)N1CCCCC1	-5	3	2	3.8	-2	-15	0.6	-3	3.8	2.6
Cc1cc(-c2nc(C)c(C(=O)NNS(=O)(=O)c3ccc(Cl)cc3Cl)s2)no1	0	6	0	-1.5	-1	-18	0.0	1	2.3	7.9
C/C(CC(=O)Nc1ccc(C)c(Cl)c1)=N\NC(=O)c1ccncc1	2	20	8	1.5	-4	-14	-4.1	-16	.	.
CCc1ccc(NC(=O)NCc2ccc3c(c2)OCO3)cc1	-7	1	6	4.5	4	-19	-2.2	-16	-0.7	1.1

Continued:
canonical_smiles	DAGLB inh	Tat transport	Rtt109 HAT inh	phage Ecoli inh	Wnt act	PfHsp90 yeast 2	CAL PDZ inh	PvdQ acylase	Ecoli viability	AddAB inh
O=C(CSc1nnc(-c2ccc(OC(F)F)cc2)o1)N1CCOCC1	0	2	-4	1.2	.	0	-2.4	-11	3.7	4.8
Cc1cccc(C(=O)OCC(=O)N2CCCCCC2)c1	2	1	-3	1.6	5	-5	0.1	-3	0.0	-0.4
Cc1cc(C)cc(NC(=S)N(CCN(C)C)C(C)c2cccnc2)c1 (configuration not stated)	-1	-13	3	4.3	-1	15	18	3	0.6	3.2
CCOc1ccc2[nH]cc(-c3csc(N)n3)c2c1	4	-6	11	2.7	0	-8	0.1	-14	.	.
COc1ccc(C(=O)/C=C/c2cc(C(=O)O)cc3c2OCOC3)c(O)c1	3	-1&3	1&7	3.2	0	8	-1.3	-8&0	-0.4	-0.6
COC(=O)CN(c1ccc(C)cc1)S(=O)(=O)c1ccc(F)cc1	-4	-2	-7	3.2	-2	-6	-2.0	-17	1.0	-0.8
COc1ccc(-c2cc(=O)oc3cc(OCC(=O)N4CCOCC4)ccc23)cc1	1	-13	-3	2.0	-3	17	-1.9	-8	-1.6	2.8
CC(=O)N1CCC2(CC1)C/C(=N\NC(=S)Nc1ccc(C)cc1)c1cc(O)ccc1O2	0	-4	5	-2.1	-2	-1	-1.4	-8	0.1	3.3
Cc1ccc(C(CC(=O)O)NC(=O)CN2C(=O)c3ccccc3C2=O)cc1 (configuration not stated)	0	-5	-1	0.8	-1	23	-2.1	-10	-2.1	-1.7
Cc1noc(C)c1CSc1ccccc1C(=O)OC(C)C(N)=O (configuration not stated)	0	-3	-5	-0.6	0	1	0.4	-15	0.2	2.6
COc1ccccc1Nc1c([N+](=O)[O-])cc(C)cc1[N+](=O)[O-]	22	6	-1	4.9	1	6	0.2	-3	-2.4	1.6
COc1ccc(-c2cn(-c3ccc(C)cc3C)c(=S)[nH]2)cc1OC	-2	-3	.	0.9	-1	-4	-2.3	-2	-2.0	-0.9

Compound profiles, as listed above. Order of values: DAGLB inh | Tat transport | Rtt109 HAT inh | phage Ecoli inh | Wnt act | PfHsp90 yeast 2 | CAL PDZ inh | PvdQ acylase | Ecoli viability | AddAB inh
`Cc1noc(C)c1CSc1ccccc1C(=O)OC(C)C(N)=O` (configuration not stated) as listed: 0 | -3 | -5 | -0.6 | 0 | 1 | 0.4 | -15 | 0.2 | 2.6
`Cc1cccc(C(=O)OCC(=O)N2CCCCCC2)c1` as listed: 2 | 1 | -3 | 1.6 | 5 | -5 | 0.1 | -3 | 0.0 | -0.4

Screens (PubChem BioAssay)
